Screening results: PubChem, several laboratories
procasp3 activ = activators of human procaspase-3 D3A mutant, primary screen, biochemical, absorbance, PC-3 D3A mutant, single concentration | activation, % at 8.5 µM | 330,000 compounds, 0.11% hits | recombinant procaspase-3 D3A, Ac-DEVD-pNA absorbance 405 nm | AID 463141, 2010;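 active = activation above the mean of all tested compounds plus 3 SD, cut at about 21% in these data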;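 note: 0% = DMSO alone and 100% = DMSO wells spiked with extra 5 µM PC-3 D3A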
Target sequence (P42574 whole entry D9A/D28A/D175A): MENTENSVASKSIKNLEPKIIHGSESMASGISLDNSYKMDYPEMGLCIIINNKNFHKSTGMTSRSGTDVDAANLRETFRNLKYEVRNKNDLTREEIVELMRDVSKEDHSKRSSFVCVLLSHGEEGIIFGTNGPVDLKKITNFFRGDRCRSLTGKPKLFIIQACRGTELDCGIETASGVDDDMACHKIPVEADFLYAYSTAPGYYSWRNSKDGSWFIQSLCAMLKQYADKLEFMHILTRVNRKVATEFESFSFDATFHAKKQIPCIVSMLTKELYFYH
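Evaluation: percent activation relative to control range; Material: Procaspase-3 D3A mutant, all three cleavage aspartates alanine; Compound: single dose, 8.5 µM nominal compound, 0.8% DMSO; Replication: one well per compound; Signal: absorbance at 405 nm, 0 and 120 min; Schedule: 1 h preincubation plus 2 h reaction at 25 °C.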
GASC-1 inh = inhibitors of GASC-1 histone demethylase, primary screen, biochemical, fluorescence, DELFIA europium | Lysine-specific demethylase 4C (Homo sapiens), Q9H3R0 | GST-JMJD2C(1-420) H3K9me3 demethylation | inhibition, % at 2.35 µM | 330,000 compounds, 0.069% hits | AID 2099, 2009;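 active = more than half of a compound's replicate wells show inhibition beyond 50%, single wells judged on their own value; inconclusive = some, but no more than half, of replicates pass 50% inhibition; inactive = no replicate passes 50% inhibition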;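 note: signal counts dimethyl H3K9 product captured on neutravidin plate; 0% = median of DMSO wells and 100% = 0.3 times that DMSO median; strong numbers were not always called active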
Target sequence (Q9H3R0 1-420 limits assumed): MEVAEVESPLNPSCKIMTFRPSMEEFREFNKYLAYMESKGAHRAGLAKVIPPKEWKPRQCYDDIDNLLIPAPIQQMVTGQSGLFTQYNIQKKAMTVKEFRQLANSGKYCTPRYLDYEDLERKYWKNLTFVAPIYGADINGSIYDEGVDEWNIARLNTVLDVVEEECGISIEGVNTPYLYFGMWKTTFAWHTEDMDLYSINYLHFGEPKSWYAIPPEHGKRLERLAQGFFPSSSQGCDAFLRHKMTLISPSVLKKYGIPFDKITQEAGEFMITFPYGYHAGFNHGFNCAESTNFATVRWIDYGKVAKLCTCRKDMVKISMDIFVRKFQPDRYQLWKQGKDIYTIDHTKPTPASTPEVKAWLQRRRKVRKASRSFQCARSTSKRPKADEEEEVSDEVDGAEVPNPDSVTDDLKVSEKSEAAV
RPL19A-GFP yeast = RPL19A-GFP expression modulators in yeast, primary screen, cell-based, S. cerevisiae, multiplex flow cytometry, MLPCN; percent response vs DMSO, % at 10 µM; AID 2025, 2009; S. cerevisiae RPL19A-GFP strain, 3 h; active compounds read low; 330,000 compounds, 0.3% hits;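 active = percent response vs DMSO below 50%; inconclusive = fewer than 70 events counted for the yeast strain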;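 note: median channel GFP fluorescence of the barcoded RPL19A-GFP strain; ratio of sample median GFP to plate DMSO average so 100% = DMSO; lower means less RPL19A-GFP as with rapamycin TOR inhibition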
MEP2-GFP yeast = modulators of MEP2-GFP levels in yeast, primary screen, S. cerevisiae, multiplex flow cytometry, MLPCN library; S. cerevisiae MEP2-GFP strain, 3 h; 100% = DMSO control level; 330,000 compounds, 0.51% hits; GFP response vs DMSO, % at 10 µM;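 active = GFP response versus DMSO above a set limit, roughly screen mean plus 3 SD, cut at about 180% in these data; inconclusive = fewer than 70 cells counted for a yeast strain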;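 note: median GFP fluorescence of the barcode-gated MEP2-GFP cells per well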
AHR activator = AHR activators, primary screen, cell-based, luminescence, luciferase reporter, human; Aryl hydrocarbon receptor (Homo sapiens), P35869; 320,000 compounds, 2.5% hits; AID 2796, 2010; activation, % at 5 µM; AHR-responsive luciferase reporter cells; in the data active = activation above about 47%;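 note: 0% = vehicle wells and 100% = reference agonist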
LAP4 TOR yeast = modulators of LAP4-GFP expression in yeast, primary screen, S. cerevisiae, multiplex flow cytometry, MLPCN library; 3 h; median GFP as percent of DMSO wells; GFP response vs DMSO, % at 10 µM; 320,000 compounds, 0.34% hits; AID 2023, 2009;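 active = GFP response vs DMSO above a set limit, about the screen mean plus 3 SD, cut at about 150% in these data; inconclusive = under 70 cell events counted for the yeast strain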
proCasp7 act = procaspase-7 activators, primary screen, counter-screen for procaspase-3 activator project, biochemical, absorbance, HTS, human | Caspase-7 (Homo sapiens), P55210 | recombinant procaspase-7, Ac-DEVD-pNA absorbance 405 nm; D23A/D198A/D206A triple mutant, cannot self-cleave; scale: DMSO 0, 5 µM enzyme 100 | activation, % at 8.5 µM | 330,000 compounds, 0.093% hits;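 active = percent activation above the screen-wide mean plus 3 SD, cut at about 25% in these data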
Target sequence (P55210 whole entry D23A/D198A/D206A): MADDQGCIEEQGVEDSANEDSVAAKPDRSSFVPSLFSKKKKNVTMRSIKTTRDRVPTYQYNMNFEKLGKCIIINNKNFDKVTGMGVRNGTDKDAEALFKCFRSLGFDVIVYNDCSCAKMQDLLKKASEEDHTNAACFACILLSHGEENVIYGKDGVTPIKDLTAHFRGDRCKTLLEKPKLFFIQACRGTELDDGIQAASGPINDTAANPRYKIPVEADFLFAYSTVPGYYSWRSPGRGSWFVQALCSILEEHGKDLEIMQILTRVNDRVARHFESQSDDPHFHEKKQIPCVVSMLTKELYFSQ
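Test system: Procaspase-7 triple mutant (PC-7 D3A). Also added: Ac-DEVD-pNA substrate, 400 µM as added. Schedule: 1 h enzyme–compound preincubation and 2 h substrate reaction, both 25 °C. Signal: p-Nitroaniline absorbance at 405 nm, read at 0 and 120 min. Control set: low DMSO alone, high DMSO plus 5 µM PC-7.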
CR mimetic SO = reduction of superoxide in aged yeast, primary screen, HTS | AID 2690, 2010 | superoxide response (% of plate mean), % at 10 µM | S. cerevisiae aged cells, superoxide DHE fluorescence; active compounds read low | 330,000 compounds, 0.18% hits;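 active = superoxide response under a set limit, about three screen SD below normal, cut at about 65% in these data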;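 note: yeast aged for seven days with compound at 30 °C before DHE staining; 100% = average MFI of all compound-treated wells on the plate with controls excluded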
The depositor's hits bear a star; ? = inconclusive; . = no result given.

1) CCCCCCCCCCCCCCCC(=O)NCCc1c[nH]c2ccccc12
2) Cc1ccc(Cl)cc1NC(=O)c1cc(S(=O)(=O)N2CCOCC2)cn1C
3) O=C(NNC(=O)c1ccc(Br)s1)c1ccc(F)c(S(=O)(=O)N2CCOCC2)c1
4) C=C(C)c1cccc(C(C)(C)NC(=O)N2CCN(CC(N)=O)CC2)c1
5) COc1cccc(OCc2cc(C(=O)N3CCN(c4ccccc4O)CC3)no2)c1
6) O=C(c1cccnc1Nc1ccccc1F)N1CCOCC1
7) CN1C(=O)c2ccc(C(=O)NCc3ccccn3)cc2C1=O
8) CCSc1nc(C)nc2c1oc1ccccc12
9) COc1ccc(-c2cc(C(F)F)n3ncc(C(=O)N4CCN(C(=O)c5ccco5)CC4)c3n2)cc1
10) CCCCn1c(N)c(N(CCOC)C(=O)c2cc(C)oc2C)c(=O)[nH]c1=O
assay / compound,1,2,3,4,5,6,7,8,9,10
procasp3 activ,4,1,1,-4,6,1,10,-8,-4,6
GASC-1 inh,-1,16,.,-2,3,-7,1,-9,-3,5
RPL19A-GFP yeast,102,96,99,92,103,101,104,91,101,92
MEP2-GFP yeast,109,101,98,99,106,101,107,91,106,94
AHR activator,8,0,3,-5,7,-1,-1,4,3,-1
LAP4 TOR yeast,105,91,100,93,102,103,103,78,98,102
proCasp7 act,-5,16,-2,1,1,1,-4,2,-9,4
CR mimetic SO,88,94,94,107,100,111,99,78,109,91

Three entries already listed, arranged by the value under MEP2-GFP yeast, highest first:
entry | smiles | MEP2-GFP yeast
1 | CCCCCCCCCCCCCCCC(=O)NCCc1c[nH]c2ccccc12 | 109
2 | Cc1ccc(Cl)cc1NC(=O)c1cc(S(=O)(=O)N2CCOCC2)cn1C | 101
10 | CCCCn1c(N)c(N(CCOC)C(=O)c2cc(C)oc2C)c(=O)[nH]c1=O | 94

Additional records.
11) O=C(OCC(=O)N1CCN(c2ccccc2)CC1)c1ccccc1NCCO
12) COc1ccc(-c2cc(=O)[nH]c(=O)[nH]2)cc1
13) O=C(Nc1ccc(Cl)c(Cl)c1)C1C2C=CC3(O2)C1C(=O)N(CCN1CCCCC1)C3C(=O)NC1CCCCC1 (stereo not drawn)
14) COc1ccc(-c2csc(Nc3ccc(S(N)(=O)=O)cc3)n2)cc1
15) Cc1sc2nc3n(c(=O)c2c1C)CCCS3
16) O=C(NCCCNC(=O)c1ccccc1Cl)c1cnccn1
17) CCc1noc(C)c1C(=O)Nc1nc2ccc(OC)cc2s1
18) CCOc1cc(Br)cc(C(c2c(C(=O)O)[nH]c3ccccc23)c2c(C(=O)O)[nH]c3ccccc23)c1O
19) O=C(CCCn1c(SCC(=O)Nc2ccccc2Cl)nc2ccccc2c1=O)NCC1CCCO1 (stereo not drawn)
20) CC(=O)NC(CCS(C)(=O)=O)C(=O)Nc1ccccc1 (stereo not drawn)
assay / compound,11,12,13,14,15,16,17,18,19,20
procasp3 activ,-6,-2,3,-4,-4,2,-11,2,7,5
GASC-1 inh,0,-15,-15,1,15,10,-22,?,-8,-14
RPL19A-GFP yeast,98,100,95,102,98,98,86,104,102,104
MEP2-GFP yeast,104,99,103,104,97,109,102,96,109,102
AHR activator,3,2,2,-7,-4,-1,2,29,-1,-1
LAP4 TOR yeast,112,100,104,101,105,101,152*,95,100,116
proCasp7 act,-4,15,5,8,10,-3,-2,13,-3,7
CR mimetic SO,99,95,94,98,94,98,106,87,107,111

21) CCS(=O)(=O)N1CCC(C(=O)NC2CCCCC2)CC1
22) COc1ccc2cc3cc(C(=O)Nc4ccc5c(c4)OCO5)oc3nc2c1
23) Cc1ccnc(NC(=O)c2cccc(NC(=O)CC3SC(N4CCCCC4)=NC3=O)c2)c1 (stereo not drawn)
24) N/C(=N\O)c1ccncc1
25) Cc1ccc(N(C(=O)Cn2nnc3ccccc32)C(C(=O)NCc2ccccc2)c2ccccn2)cc1 (stereo not drawn)
26) O=C(NCc1ccccn1)c1cccc(NS(=O)(=O)c2ccc(Br)cc2)c1
27) CCc1nnc(NC(=O)c2c(O)c3c([nH]c2=O)CCCC3)s1
28) Cc1ccccc1NC(=O)CSc1nc2ccccc2o1
29) CCOC(=O)C(CC)Sc1nc2c(cnn2-c2ccccc2)c(=O)[nH]1 (stereo not drawn)
30) CN(CCC#N)CC(=O)Nc1ccc(S(N)(=O)=O)cc1
assay / compound,21,22,23,24,25,26,27,28,29,30
procasp3 activ,11,-3,12,-10,4,6,-4,1,3,-1
GASC-1 inh,-3,-10,-7,10,1,-3,-6,-2,-5,-2
RPL19A-GFP yeast,108,93,94,101,104,93,101,104,101,94
MEP2-GFP yeast,114,105,102,92,84,100,99,105,98,101
AHR activator,-2,-3,5,0,4,1,5,-2,9,-2
LAP4 TOR yeast,107,99,95,111,86,98,103,102,123,100
proCasp7 act,7,-8,-2,4,4,4,6,-6,0,-5
CR mimetic SO,107,137,94,73,97,94,114,85,103,112

31) COc1ccc(CC(=O)OCC(=O)NNC(=O)c2ccccc2)cc1
32) CCN(CC(=O)Nc1ccc(NC(C)=O)cc1)C(=O)/C=C/c1ccc2c(c1)OCO2
33) CCn1nc(C(C)C(=O)O)c2ccccc2c1=O (stereo not drawn)
34) COc1ccc(NC(C#N)c2ccc(OC)cc2)cc1 (stereo not drawn)
35) CCCn1nc(NC(=O)c2cccs2)c2cc3cc(C)ccc3nc21
36) Cc1ccc(C(=O)Nc2ccc(OCc3ccccc3)cc2)s1
37) CC(C)OP(=O)(c1ccc(N(C)C)cc1)C(Nc1ccccc1)c1cccnc1 (stereo not drawn)
38) S=C(NCCc1ccccn1)Nc1cc(Cl)cc(Cl)c1
39) Cn1c(SCC(=O)Nc2sccc2C(N)=O)nnc1-c1ccncc1
40) COCc1cc(C)nc(OCC(=O)N/N=C/c2ccc(O)cc2)c1C#N
assay / compound,31,32,33,34,35,36,37,38,39,40
procasp3 activ,6,-1,-3,-4,-20,7,6,-14,-2,12
GASC-1 inh,5,8,-15,4,38,9,-1,-16,1,-2
RPL19A-GFP yeast,99,103,95,100,101,101,98,98,91,103
MEP2-GFP yeast,99,103,102,103,111,104,98,96,96,106
AHR activator,0,4,-2,1,18,-2,4,-2,0,7
LAP4 TOR yeast,100,105,115,87,104,100,88,105,98,91
proCasp7 act,2,0,7,2,-10,-7,6,-3,-3,10
CR mimetic SO,103,90,96,99,108,94,103,108,106,82

41) CCOc1ccc(CN2CCNC(=O)C2CC(=O)NCCc2cnccn2)cc1 (stereo not drawn)
42) O=C(CN1C(=O)NC2(CCCc3ccccc32)C1=O)NCc1ccc(Cl)cc1Cl (stereo not drawn)
43) Cc1nc2ncc(Br)cc2[nH]1
44) CC(C)Cn1c(N)c(C(=O)COC(=O)/C=C/c2cccs2)c(=O)n(C)c1=O
45) O=C(N/N=C\c1coc2ccccc2c1=O)c1ccco1
46) CC(OC(=O)c1cc[n+]([O-])cc1)C(=O)Nc1ccc(C(N)=O)cc1 (stereo not drawn)
47) COc1ccc(CCNC(=O)C2CCCN(c3ncnc4c3nc3n4CCCCC3)C2)c(OC)c1 (stereo not drawn)
48) C=C(C)C1CC=C(C)/C(=N/NC(=O)COc2ccc(C)cc2)C1 (stereo not drawn)
49) COc1cccc(CN2CC(C(=O)N3CCN(C(C)C)CC3)CCC2=O)c1 (stereo not drawn)
50) O=C1CSC(=S)N1c1ccc(F)cc1
assay / compound,41,42,43,44,45,46,47,48,49,50
procasp3 activ,13,2,1,14,2,4,-5,2,-4,-5
GASC-1 inh,21,2,-19,1,0,-3,-4,-5,-4,-40
RPL19A-GFP yeast,101,97,98,95,98,97,107,95,109,108
MEP2-GFP yeast,101,94,102,99,87,93,106,91,95,108
AHR activator,0,3,0,1,4,-1,4,1,-6,0
LAP4 TOR yeast,91,87,90,110,105,94,115,89,95,97
proCasp7 act,1,2,-4,-8,2,-10,8,-10,4,-9
CR mimetic SO,95,96,98,95,100,106,105,92,104,107

Pulled one by one from above:
47) COc1ccc(CCNC(=O)C2CCCN(c3ncnc4c3nc3n4CCCCC3)C2)c(OC)c1 (stereo not drawn)
48) C=C(C)C1CC=C(C)/C(=N/NC(=O)COc2ccc(C)cc2)C1 (stereo not drawn)
42) O=C(CN1C(=O)NC2(CCCc3ccccc32)C1=O)NCc1ccc(Cl)cc1Cl (stereo not drawn)
44) CC(C)Cn1c(N)c(C(=O)COC(=O)/C=C/c2cccs2)c(=O)n(C)c1=O
41) CCOc1ccc(CN2CCNC(=O)C2CC(=O)NCCc2cnccn2)cc1 (stereo not drawn)
43) Cc1nc2ncc(Br)cc2[nH]1
assay / compound,47,48,42,44,41,43
procasp3 activ,-5,2,2,14,13,1
GASC-1 inh,-4,-5,2,1,21,-19
RPL19A-GFP yeast,107,95,97,95,101,98
MEP2-GFP yeast,106,91,94,99,101,102
AHR activator,4,1,3,1,0,0
LAP4 TOR yeast,115,89,87,110,91,90
proCasp7 act,8,-10,2,-8,1,-4
CR mimetic SO,105,92,96,95,95,98

More records.
51) COc1ccc(-c2oc3ccccc3c2C#CC(C)(C)O)cc1
52) COc1cccc2cc(-c3cc(=O)oc4ccc(O)cc34)oc12
53) Cc1ccc(C)c(Nc2nn3c(=O)c4ccc(C(=O)NCc5cccnc5)cc4nc3s2)c1
54) COc1cccc(CNC(=O)CN2C(=O)CC(c3ccccc3)=Nc3ccccc32)c1
55) Nc1ccccc1C(=O)Nc1cccc2ccccc12
56) Cc1cnc(NC(=O)Nc2ccc(OCc3ccccc3)cc2)c(Br)c1
57) CCCCN(CC)S(=O)(=O)c1ccc(C(=O)N=c2sc3cc(NC(C)=O)ccc3n2C)cc1
58) O=C1CCCc2nc(N3CCCCC3)sc21
59) O=C(CCC(=O)c1cccs1)NCC(=O)Nc1ccc(F)c(F)c1F
60) Cc1ccc(S(=O)(=O)n2nc(-c3cccnc3)nc2N)cc1
assay / compound,51,52,53,54,55,56,57,58,59,60
procasp3 activ,2,-2,4,5,.,-2,15,12,8,4
GASC-1 inh,1,-1,-11,-1,15,1,-2,-3,-4,2
RPL19A-GFP yeast,94,100,100,97,101,99,101,108,108,98
MEP2-GFP yeast,95,99,108,96,113,105,110,106,104,100
AHR activator,-5,4,2,1,.,6,-3,5,0,1
LAP4 TOR yeast,106,91,102,95,101,98,99,101,93,97
proCasp7 act,-5,-6,10,2,.,-3,0,6,-13,3
CR mimetic SO,86,100,102,109,102,87,94,96,98,116
